TRb-SRC2 inh: TRbeta-SRC2 interaction inhibition; AID 1469; Potency, µM (titrated, usually from 106 µM), without a hit: at the top dose activity change, negative = inhibition, actives largely listed as inhibitors; TRbeta-SRC2 peptide binding, fluorescence polarization; receptor liganded with 1 µM T3; P10828; 280,000 compounds, 0.065% hits;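 also: plate controls were bound peptide for no effect and peptide without receptor for full effect; nearly all actives have a fitted effect of over 50% in size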
Target sequence (P10828 whole entry, looked up): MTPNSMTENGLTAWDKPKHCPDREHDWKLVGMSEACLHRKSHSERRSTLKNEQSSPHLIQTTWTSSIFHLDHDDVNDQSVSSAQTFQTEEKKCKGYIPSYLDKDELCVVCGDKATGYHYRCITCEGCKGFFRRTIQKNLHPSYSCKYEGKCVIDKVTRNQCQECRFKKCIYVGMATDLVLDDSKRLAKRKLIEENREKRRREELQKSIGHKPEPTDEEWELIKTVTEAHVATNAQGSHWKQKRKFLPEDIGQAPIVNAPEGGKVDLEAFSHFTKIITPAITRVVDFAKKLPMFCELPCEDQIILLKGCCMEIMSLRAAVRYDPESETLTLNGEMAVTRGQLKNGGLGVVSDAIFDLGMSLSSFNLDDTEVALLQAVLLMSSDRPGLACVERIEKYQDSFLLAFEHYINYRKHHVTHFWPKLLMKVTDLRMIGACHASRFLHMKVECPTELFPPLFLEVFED
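Binding of a 20-amino-acid Texas Red SRC2 peptide (20 nM) to TRb ligand-binding domain (0.6 uM) with agonist T3 at 1 uM was followed by fluorescence polarization after a 5 hr room-temperature incubation.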
aGlu spleen mod: inhibits or activates alpha-glucosidase in human spleen homogenate. P10253. human spleen homogenate, 4-MU-alpha-glucoside fluorescence. Potency, µM (top dose mostly 79.9 µM), for the others: at the highest dose activity change, negative = inhibition, actives largely listed as inhibitors. 240,000 compounds, 0.006% hits;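 also: 0% = enzyme with vehicle and -100% = no enzyme basal signal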
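Compounds were titrated against alpha-glucosidase in spleen homogenate at pH 5.0, with 1 mM 4-methylumbelliferyl substrate for 40 min at 37 C. Reactions were quenched with pH 10 NaOH/glycine and fluorescence measured.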
GAA glycogen: GAA glycogen-cleavage inhibition or activation. 300,000 compounds, 0.38% hits. recombinant GAA, glycogen substrate, Amplex Red glucose oxidase fluorescence. P10253. Potency, µM (top dose mostly 76.4 µM), without a hit: top-dose activity change, negative = inhibition, most hits filed as inhibitors;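 also: 0% = full enzyme reaction and -100% = no-enzyme basal signal; the screen sought inhibitors and activators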
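qHTS, 1536-well; enzyme 4 nM final; cpd up to 77 uM; substrate bovine liver glycogen 30 ug; 50 mM citrate/phosphate pH 5.0, 0.01% Tween-20; 37 C, 40 min; Amplex Red detection 45 min RT; Hill fit → AC50.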
TexasRed fluor: Texas Red fluorescence interference in TRb-SRC2 counter-screen; TRb/SRC2 Texas Red total fluorescence interference; Potency, µM (titrated, usually from 106 µM), inactives show at the highest dose fluorescence change, negative = quenching; 280,000 compounds, 0.29% hits; AID 1479; active = well fitted curve in either direction with a large enough effect; inconclusive = small, poorly fitted or top-dose-only effect
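Human TRβ ligand-binding domain (0.6 uM) and Texas Red SRC2 peptide (20 nM) in Tris buffer with 1 uM T3 and 5% DMSO were incubated with pinned compound for 5 hr at ambient temperature. Total fluorescence was computed as S + 2P (555/632 nm).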
RECQ1 inh: RECQ1 (human) helicase inhibition; RECQ1 DNA unwinding, red fluorescence kinetic read; Potency, µM (series often up to 57.3 µM), for inactives: at the highest dose activity, negative = inhibition, usual class: inhibitors; 240,000 compounds, 0.54% hits;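 also: plate controls were vehicle for no effect and no enzyme for full effect; nearly all actives have a fitted effect of over 30% in size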
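50 nM RECQ1T1 preincubated 15 min with compound in Tris pH 8.0 buffer with MgCl2, DTT, Tween-20 and 2.5 ug/ml poly(dI-dC); started with 200 nM TAMRA/BHQ-2 forked duplex and 2 mM ATP. Unwinding read as fluorescence (525/598 nm), two reads 2 h apart.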
GoLoco inh red: inhibitors of human Gai1-RGS12 GoLoco interaction (red fluorophore); P63096; AID 880; Gai1:RGS12 GoLoco peptide FP, rhodamine, 10 min; Potency, µM (titrated, usually from 61.6 µM), without a hit: at the highest dose activity, negative = inhibition, most hits filed as inhibitors; 230,000 compounds, 0.44% hits; active = well fitted inhibition curve with a large enough effect, not every such curve was filed as active; inactive = no such curve, though single readings can be large or run the other way; also: nearly all actives have a fitted effect of over 30% in size; many of its hits are not listed in these tables
Target sequence (P63096 whole entry, looked up): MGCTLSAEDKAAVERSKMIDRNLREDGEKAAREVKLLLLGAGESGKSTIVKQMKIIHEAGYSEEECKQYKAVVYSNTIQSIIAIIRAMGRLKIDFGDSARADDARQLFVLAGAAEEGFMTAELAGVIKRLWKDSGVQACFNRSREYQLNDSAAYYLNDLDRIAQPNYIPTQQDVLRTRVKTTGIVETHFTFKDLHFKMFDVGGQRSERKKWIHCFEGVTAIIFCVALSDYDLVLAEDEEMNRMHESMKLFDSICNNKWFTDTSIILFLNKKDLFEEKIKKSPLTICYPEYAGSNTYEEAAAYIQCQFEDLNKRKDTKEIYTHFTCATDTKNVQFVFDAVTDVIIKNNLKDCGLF
L3MBTL1 block: L3MBTL1 (human) inhibition | Potency, µM (highest dose often 57.1 µM), without a hit: top-dose activity, negative = inhibition, hits mostly inhibitors | Q9Y468 | 230,000 compounds, 0.66% hits | AlphaScreen L3MBTL1–H3K9me1 peptide binding | AID 485360; also: nearly all actives have a fitted effect of over 60% in size
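L3MBTL1 50 nM + b-AHA-H3(1-15)K9me1 75 nM, 30 min RT; compound added, 30 min RT; streptavidin donor/Ni-chelate acceptor beads 10 ug/mL each final, 30 min RT dark; AlphaScreen read.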
GAA inh: inhibitors of human lysosomal alpha-glucosidase. purified human GAA, 4-MU-alpha-glucoside fluorescence. Potency, µM (doses to about 76.9 µM), inactives show at the top dose activity change, negative = inhibition, hits mostly inhibitors. 200,000 compounds, 0.005% hits;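 also: plate controls were uninhibited enzyme wells for no effect and no-enzyme background for full effect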
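Human enzyme at 4 nM with 400 uM 4-methylumbelliferyl-alpha-D-pyranoside, citrate/phosphate buffer pH 5.0, 0.005% Tween-20, 20 min at room temperature. Compounds up to 77 uM. 4-MU fluorescence (Ex 365/Em 440) read after NaOH/glycine stop; AC50 from Hill fit.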
Numbers without * were called inactive; i = inactive; ? = inconclusive; . = not tested or not shown; [ ] = dose if it differs, or a comment. Unless noted, calls follow the shape of the dose curve; as a rule, active = well fitted curve in the direction sought with a large enough effect; inconclusive = small, poorly fitted or top-dose-only effect, or another doubt; inactive = no such curve, though single readings can be large; an effect the other way counts as inactive or inconclusive. Unless noted, % is scaled to controls: 0 for no effect and ±100 for the full control effect; potency is read from the fitted curve at half-maximal effect. An excerpt, so the mix of outcomes need not match the whole.

SMILES	TRb-SRC2 inh	aGlu spleen mod	GAA glycogen	TexasRed fluor	RECQ1 inh	GoLoco inh red	L3MBTL1 block	GAA inh
O=C(Cc1ccccc1)Nc1nnc(-c2cccs2)s1	-13%	4%	4%	-3%	-6%	10%	9%	-1%
O=C(CN1CCC(c2nc3ccccc3[nH]2)CC1)Nc1ccc2c(c1)OCO2	3%	1%	4%	-6%	-1%	4%	.	-11%
Cc1ccc(C(=O)N/N=C2\SCC(=O)N2c2cc(C)ccc2C)cc1	-8%	-1%	6%	-3%	i	0%	7%	3%
Cc1ccc(-c2csc(NC(=O)Cn3[nH]c(=O)c4ccccc4c3=O)n2)cc1	6%	-11%	-1%	-1%	-7%	24%	0%[11.4 µM]	3%
O=C(C1=C[C@@H](c2ccc(Br)cc2)C[C@@H](OCc2ccc(CO)cc2)O1)N1CCN(Cc2ccccc2)CC1	-6%	4%	4%	0%	-8%	5%	-19%	.
Cc1ccc(CN(C)C(=O)c2cc(COc3ccc(F)cc3Cl)on2)o1	-2%	-3%	1%	-6%	-23%	-21%	18%	-3%
CS(=O)(=O)c1ccc(C(=O)NC2CCCc3ccccc32)cc1 (stereo unspecified)	-11%	-2%	10%	1%	i	2%	.	-8%
Cc1cc(C)c(C(=O)C[n+]2cccc(C(N)=O)c2)c(C)c1	-3%	-15%	5%	0%	2%	2%	1%	.
Cc1ccc(N(CC(=O)NCc2ccc(F)cc2)C(=O)c2csnn2)c(C)c1	5%	5%	-11%	0%	-1%	16%	4%	3%
COc1ccc(O)c(/C=c2/sc3nc4cc(C)c(C)cc4n3c2=O)c1	6%	-5%	-2%	-5%	-5%	17%	-10%	-1%
CC(C)(C)C(=O)Nc1ccccc1C(=O)Nc1cccnc1	4%	-4%	3%	-5%	-5%	5%	-1%	-1%
O=C(C1=C(O)C(=O)N(CCCN2CCOCC2)C1c1ccncc1)c1cc2ccccc2o1 (stereo unspecified)	-14%	-17%	-7%	-2%	-8%	0%	2%	5%
COc1ccc(C(=O)C(C)OC(=O)c2cccc(S(=O)(=O)Nc3cc(Cl)c(OC)cc3OC)c2)cc1 (stereo unspecified)	7%	-1%	-2%	-1%	i	5%	1%	-14%
CCCn1cc(NC(=O)c2cc3n(n2)C(C(F)(F)F)CC(c2ccccc2)N3)cn1 (stereo unspecified)	8%	-22%	-2%	1%	8%	13%	10%	-2%
COc1ccc2cc(S(=O)(=O)N3CCCCCC3)ccc2c1	-2%	4%	-14%	-4%	i	5%	34%[activator]	-2%
CCCC[C@@H]1C[C@H]1[C@@H](NC(=O)c1cccs1)c1ccc(Cl)cc1	2%	-3%	-3%	-1%	-5%	0%	19%	-3%
Cc1onc(-c2c(F)cccc2Cl)c1C(=O)N1CCc2ccccc2C1	-16%	-1%	11%	1%	-3%	-8%	17%	?
O=C(Nc1cccc(-c2csc(-c3ccccc3)n2)c1)c1cccs1	7%	-6%	-4%	-6%	-15%	5%	.	0%
Cn1cc(C(=O)c2ccc(Cl)cc2Cl)cc1C(=O)N/N=C(\N)COc1ccc(F)cc1	2%	-3%	8%	-5%	1%	-4%	.	-9%
O=C(N/N=C1/CC2C=CCC12)c1ccco1 (stereo unspecified)	2%[53 µM]	-8%	-5%	0%[53 µM]	9%	5%	6%	-1%
O=C(c1ccccc1)c1cccc(NC(=O)c2ccc(Br)o2)c1	-3%	-5%	-9%	1%	-14%	17%	.	-4%
FC(F)(F)c1ccc2c(c1)C1C=CCC1C(c1ccncc1)N2 (stereo unspecified)	12%	.	?	6%	-9%	68%[activator]	?	-14%
NNC(=O)C1CC1(c1ccccc1)c1ccccc1 (stereo unspecified)	-3%	4%	-2%	-2%	i	8%	11%	-4%[15.4 µM]
Cc1ccc(S(=O)(=O)N(C)C)cc1NC(=S)NNC(=O)C1CC1	6%	1%	-5%	0%	-1%	-2%	-2%	-1%
O=C1[C@H]2[C@@H](C(=O)N1c1cccc3ccccc13)C1(C(=O)c3ccccc3C1=O)N1CCC[C@@H]21	-23%	-1%	-25%	-3%	7%	77%[activator]	-14%	14%
N#C/C(=C\c1cc([N+](=O)[O-])c(N2CCOCC2)cc1N1CCOCC1)c1nc2ccccc2[nH]1	-9%	-7%	-10%	-4%	-1%	7%	-19%	-15%
Cc1cccc(NC(=O)CCSc2ccccc2)c1C	0%	6%	25%	-7%	i	7%	2%[11.4 µM]	5%
Nc1ccccc1Nc1cc(-c2cccc(Cl)c2)nn1-c1ccccc1	-6%	3%	?	0%	-13%	-3%	?	-9%
COc1ccc(/C(N)=N/O)c(OC)c1	-2%	7%	?	-5%	-4%	10%	3%	6%
CCSc1nnc(NC(=O)C2C3C=CC(C3)C2C(=O)O)s1 (stereo unspecified)	1%	-7%	-7%	-2%	-10%	6%	.	0%
Cc1nnc(Sc2cc(C(=O)NCCCN(C)Cc3ccccc3)c3ccccc3n2)s1	-5%	0%	-2%	7%	1%	0%	-2%	-11%
c1ccc2c(-c3nn[nH]n3)cccc2c1	-9%	1%	-6%	-4%	-10%	7%	12%	4%
CCOc1ccc(NC(=O)c2ccccc2O)cc1	5%	-1%	1%	-1%	4%	4%	3%[11.4 µM]	-3%
O=C(COC(=O)c1ccc(F)cc1F)Nc1ncccn1	2%	-7%	-6%	-3%	-10%	2%	20µM*	-8%
Cc1ccc(C)c(NC(=O)CSc2nnc(CCNC(=O)OC(C)(C)C)o2)c1	5%	8%	-4%	-1%	-4%	5%	.	-6%
Cc1cccc(N2C(=O)CC(Sc3ccccc3C(=O)O)C2=O)c1 (stereo unspecified)	-1%	2%	-8%	3%	-1%	-14%	10%	12%
O=C(NC(=S)NCCN1CCOCC1)c1ccccc1	9%	1%	1%	3%	-8%	.	-1%	2%
O=C(CC(c1ccccc1)c1cc(Br)ccc1O)N1CCCC1 (stereo unspecified)	-2%	-4%	1%	-1%	i	-18%	-5%[2.29 µM]	0%
Clc1cc(-c2ccc(/C=N/n3cnnc3)o2)ccc1Br	2%	3%	3%	-1%	-2%	16%	36%[activator]	6%
COc1ccc(C(=O)Cn2c(NCCO)nc3ccccc32)cc1OC	7%	-9%	7%	-6%	-1%	4%	1%	3%

Arranged by SMILES length (highest first): some entries from above
SMILES	TRb-SRC2 inh	aGlu spleen mod	GAA glycogen	TexasRed fluor	RECQ1 inh	GoLoco inh red	L3MBTL1 block	GAA inh
O=C1[C@H]2[C@@H](C(=O)N1c1cccc3ccccc13)C1(C(=O)c3ccccc3C1=O)N1CCC[C@@H]21	-23%	-1%	-25%	-3%	7%	77%[activator]	-14%	14%
N#C/C(=C\c1cc([N+](=O)[O-])c(N2CCOCC2)cc1N1CCOCC1)c1nc2ccccc2[nH]1	-9%	-7%	-10%	-4%	-1%	7%	-19%	-15%
Cc1cccc(N2C(=O)CC(Sc3ccccc3C(=O)O)C2=O)c1 (stereo unspecified)	-1%	2%	-8%	3%	-1%	-14%	10%	12%
COc1ccc(C(=O)Cn2c(NCCO)nc3ccccc32)cc1OC	7%	-9%	7%	-6%	-1%	4%	1%	3%
CCSc1nnc(NC(=O)C2C3C=CC(C3)C2C(=O)O)s1 (stereo unspecified)	1%	-7%	-7%	-2%	-10%	6%	.	0%
O=C(CC(c1ccccc1)c1cc(Br)ccc1O)N1CCCC1 (stereo unspecified)	-2%	-4%	1%	-1%	i	-18%	-5%[2.29 µM]	0%
O=C(COC(=O)c1ccc(F)cc1F)Nc1ncccn1	2%	-7%	-6%	-3%	-10%	2%	20µM*	-8%
O=C(NC(=S)NCCN1CCOCC1)c1ccccc1	9%	1%	1%	3%	-8%	.	-1%	2%
Cc1cccc(NC(=O)CCSc2ccccc2)c1C	0%	6%	25%	-7%	i	7%	2%[11.4 µM]	5%
c1ccc2c(-c3nn[nH]n3)cccc2c1	-9%	1%	-6%	-4%	-10%	7%	12%	4%

(further entries)
SMILES	TRb-SRC2 inh	aGlu spleen mod	GAA glycogen	TexasRed fluor	RECQ1 inh	GoLoco inh red	L3MBTL1 block	GAA inh
O=C(Nc1cc(N2CCOCC2)ncn1)c1ccccc1	-3%	9%	-9%	3%	-3%	-1%	0%	-9%
CC(C)(C)OC(=O)N[C@@H](Cc1ccccc1)C(=O)NCC1CCC(C(=O)O)CC1 (stereo partly specified)	7%	1%	4%	-8%	-5%	-1%	6%	.
COc1ccc(NC(=O)NCCCN2CCCCC2C)cc1 (stereo unspecified)	2%	3%	6%	1%	0%	10%	3%	-8%
COc1ccc(C2(C(F)(F)F)NC(=O)N(C)C(=O)N2C)cc1 (stereo unspecified)	-10%	-11%	0%	-2%	-3%	6%	0%	0%
COCCCNC(=O)/C=C/c1ccc(OCc2c(F)cccc2Cl)cc1	-1%	1%	-3%	2%	i	5%	1%	-1%
CCC1(C)Cc2ccccc2-c2nc(NCCCO)n(-c3ccccc3)c(=O)c21 (stereo unspecified)	-4%	12%	-17%	0%	-11%	8%	.	15%
CC(=O)Oc1ccc2c(=O)c(-c3ccccc3)c(C)oc2c1	-7%	4%	2%	1%	-7%	7%	-23%	10%
Cc1ccc(NC(=S)N/N=C/c2c(C)[nH]c3ccccc23)cc1	4%	0%	28µM*	-2%	-2%	1%	-5%	-12%

Source: PubChem BioAssay (National Center for Advancing Translational Sciences (NCATS))
